Assay outcomes (PubChem BioAssay)
TTR transcr act: increases transthyretin transcription; SH-SY5Y TTR promoter Gaussia luciferase, luminescence; 100% = recombinant luciferase protein wells; activation, % at 16.7 µM; 92,000 compounds, 1.3% hits; AID 1117267;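 active = activation above the mean of all tested compounds plus 3 SD, cut at about 9.5% in these data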;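 note: cells exposed to compounds for one day before reading; 0% = median of all test compound wells on the plate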
Active calls of the source: *.

SMILES	TTR transcr act
Cc1ccc(S(=O)(=O)NC2=C(N3CCN(c4ccccc4F)CC3)C(=O)c3ccccc3C2=O)cc1	2.6
CCC(C)NC(=O)C1(N2C(=O)c3ccccc3C2=O)CCCC1 (stereo unspecified)	1.9
O=c1cc(-c2ccccc2)c2cc3c(cc2[nH]1)OCCO3	1.8
COc1ccc(Cn2c(-c3ccccc3C)nc3c(c(=O)c4ccccc4n3C)c2=O)cc1	-1.5
c1ccc(N2CC3CCc4ccccc4C3=N2)cc1 (stereo unspecified)	-2.4
CC(=O)Nc1ccccc1NS(=O)(=O)c1cccc([N+](=O)[O-])c1	3.4
O=C(N[C@H]1CCC(=O)N([C@H](CSc2ccccc2)Cc2ccccc2)CC1)OCc1ccccc1	-3.9
CC1CCCCC1NC(=O)CSc1nnc(COc2ccc(Cl)cc2)o1 (stereo unspecified)	-1.2
Cn1cc([N+](=O)[O-])c(C(=O)Nc2nccs2)n1	0.7
COC(=O)N/N=C/c1cn(Cc2ccc(F)cc2)c2ccccc12	-2.5
CSc1ncc(Sc2ccccc2)c(C(=O)O)n1	0.1
CN(C)c1nc(Oc2ccc(=O)[nH]n2)nc(N2CCCCC2)n1	-2.5

Some of the entries so far, as labelled records:
c1ccc(N2CC3CCc4ccccc4C3=N2)cc1 (stereo unspecified)
  TTR transcr act: -2.4
CC(=O)Nc1ccccc1NS(=O)(=O)c1cccc([N+](=O)[O-])c1
  TTR transcr act: 3.4
O=C(N[C@H]1CCC(=O)N([C@H](CSc2ccccc2)Cc2ccccc2)CC1)OCc1ccccc1
  TTR transcr act: -3.9
CC1CCCCC1NC(=O)CSc1nnc(COc2ccc(Cl)cc2)o1 (stereo unspecified)
  TTR transcr act: -1.2

New compounds follow
SMILES	TTR transcr act
CC(=O)c1cccc(NC(=O)N2CCCC2C(=O)Nc2ccc3c(c2)OCO3)c1 (stereo unspecified)	-1.0
CCOC(=O)C(C)NC(=O)CCc1nnc2ccc(N3CCCCC3)nn12 (stereo unspecified)	0.8
CCOC(=O)CC(NC(=O)Cc1ccc(F)cc1)c1ccccc1Cl (stereo unspecified)	6.0
O=C(O)c1ccc2c(c1)CCCN2	-1.7
CN1C(=O)N(C)C2(c3ccccc3)NNC(N)=NC12c1ccccc1 (stereo unspecified)	2.7
COC(=O)NC1(C(F)(F)F)C(=O)NC(C)=C1C(=O)OC (stereo unspecified)	19*
COc1ccc(C2C(C#N)=C(C)NC3=C2C(=O)CC(C)(C)C3)cc1 (stereo unspecified)	-1.2
Oc1ccc(Br)cc1-c1cc(-c2ccco2)[nH]n1	-2.5
COC(=O)c1nn(-c2nc(-c3ccc(OC)c(OC)c3)cc(C(F)(F)F)n2)cc1[N+](=O)[O-]	-0.1
COc1ccc(-c2nn(C)c(=O)c3ccccc23)cc1CNC(=O)c1ccco1	-1.5
Brc1ccc(-c2cnco2)cc1	2.5
N#CC1=C(N)NC(SCc2ccc(Br)cc2)=C(C#N)C12CCCCC2	0.2
COC(=O)c1c(C)[nH]c(-c2csc(N)n2)c1C	0.9
O=C(Nc1ccc2c(c1)OCO2)OC1CC2CC1[C@H]1CCCCN1[C@H]2Cc1ccccc1 (stereo partly specified)	0.3
CCc1ccc2c(c1)C(c1ccc([N+](=O)[O-])cc1)=NNC(c1ccc(C)cc1)=N2	-1.2
COc1ccc(/C=C(\C#N)C(=O)Nc2cccc3ncccc23)cc1OC	1.5
C/C(=N\Nc1nncc2ccccc12)c1cccc(OC(F)F)c1	0.1
Cc1ccn2c(Nc3ccccc3C)c(-c3ccccn3)nc2c1	-3.2
CC(=O)c1c(C)[nH]c(C(=O)NC2CCCCC2)c1C	2.7
COc1cc(CNCc2cccc3ccccc23)cc(OC)c1	3.1
CC(CC(=O)O)CC(=O)N1CCN(S(=O)(=O)c2cccs2)CC1 (stereo unspecified)	2.9
COc1ccccc1NC(=O)COC(=O)COc1ccccc1F	2.2
Cc1ccc(C)c(S(=O)(=O)N2CCN(CC(=O)Nc3ccc([N+](=O)[O-])cc3)CC2)c1	-0.6
Cn1c(SCC(=O)NC2CC2)nnc1-c1ccccc1Cl	-0.8
COC(=O)[C@]12C[C@H](CC(=O)NCc3ccc(C)o3)C(=O)N(CCc3ccc(OC)c(OC)c3)C1=C[C@H](C(C)(C)C)O[C@@H]2C	-0.9
CCOC(=O)C1Nc2ccccc2C2c3ccccc3CC12 (stereo unspecified)	2.3
COc1cccc(NC(=O)COC(=O)c2nc3nccc(C)n3n2)c1	0.9
O=C(Cc1csc(Nc2nc(=S)[nH]c3ccccc23)n1)NCc1cccc(Cl)c1	1.6
CC(NC(=O)c1ccc(Br)cc1)c1ccc2c(c1)CCCC2 (stereo unspecified)	-1.6
CCOC(=O)c1ccc(N=c2scc(C)n2CC)cc1	3.3
Cc1nn(-c2ncc(C(F)(F)F)cc2Cl)c(=O)n1-c1cccc(F)c1	0.0
CCOc1ccccc1C(=O)NCC(=O)NNC(=O)c1cccs1	2.0
O=C(CN1CCN(C(=O)C2COc3ccccc3O2)CC1)Nc1ccc(F)cc1 (stereo unspecified)	-1.9
COc1ccc(C(=O)NCCSc2ccccc2C)cc1	-1.1
Cc1ccc(-c2nc3ccc(Cl)cn3c2Cc2cccc(F)c2)cc1	-2.1
O=S(=O)(c1ccc(N2CCN(S(=O)(=O)c3ccccc3)CC2)nc1)N1CCCC1	0.1
Cc1cc(C)n(-c2nnc(N3CCN(c4ccccc4)CC3)nn2)n1	-2.1
COC(=O)Nc1ccc(S(=O)(=O)N2CCCC(C(=O)NC3CCS(=O)(=O)C3)C2)cc1 (stereo unspecified)	5.3
CC(C)CCOc1ccc(C(=O)NN2C(=O)NC3(CCCCC3)C2=O)cc1	-0.7
O=C(c1ccc(F)cc1)N1CCN(c2cc(N3CCCCC3)c(F)cc2[N+](=O)[O-])CC1	1.2
CCCOc1cc(CN2CCCCC2)cc(C(C)=O)c1	9.1
Cc1cccc(NC(=O)CCNC(=O)c2ccco2)c1	1.6
COC(=O)CCCC[C@@H]1O[C@H](CCc2ccccc2)Cc2[nH]c(=S)[nH]c(=O)c21	5.4
C/C(=N\NC(=O)c1c(Cl)cnn1C)c1cccc(NC(=O)COc2ccccc2)c1	3.3
O=C(Nc1ccccc1Cl)c1ccc2nsnc2c1	2.3
CCc1nc(SCC(=O)NNC(=O)c2ccc(OC)cc2)c2ccccc2n1	-1.9
C[C@H](CO)N1C[C@H](C)[C@@H](CN(C)S(C)(=O)=O)Oc2ccc(NC(=O)c3ccncc3)cc2C1=O	7.6
O=C(C[C@@H]1C/C=C\CCCC(=O)OC[C@@H](c2ccccc2)NC1=O)NCCO	2.7
O=[N+]([O-])c1ccc(Oc2cccnc2)nc1	2.5
COc1ccc([C@@H]2C[C@H](c3ccccc3)Oc3cc(C)cc(C)c32)cc1	-3.1
COc1cccc(Oc2ccc(S(=O)(=O)N3CCCC3)cc2[N+](=O)[O-])c1	-0.7
CCC(C)n1c(SCC(=O)NCc2ccco2)nnc1-c1cccc(S(=O)(=O)N2CCOCC2)c1 (stereo unspecified)	-2.9
Cc1cc(C)n2nc(SCC(=O)N3CCOCC3)nc2n1	0.3
C1=CC2c3ccccc3NC(c3ccncc3)C2C1 (stereo unspecified)	-0.7
CCOC(=O)c1cnc(SCC(=O)OC)nc1N	-1.0
COc1cccc(CN(CC(=O)NCc2ccccc2)S(=O)(=O)CCl)c1	-2.8
Cc1ccc(C2/C(=C(\O)c3ccc4c(c3)OCCO4)C(=O)C(=O)N2Cc2cccnc2)cc1 (stereo unspecified)	-1.9
CCCOc1ccc(/C=N/NC(=O)CSc2ccccn2)cc1OC	-0.7
CCC(CC)NC(=O)c1ccccc1Oc1ccccc1	-1.4
CCOc1cc([C@@H]2C[C@H]3CN(c4ccccc4)C(=O)[C@]34CCCN24)ccc1OC	1.3
New compounds follow
SMILES	TTR transcr act
O=[S@]1Oc2ccccc2-c2ccccc21	4.8
CCOC(=O)C1(Cc2cccc(Cl)c2)CCCN(C(=O)C(C)(C)C)C1 (stereo unspecified)	0.8
O=C(NCCc1c[nH]c2ccccc12)/C(=C\c1cccs1)NC(=O)c1ccccc1	-0.3
COc1ccc(/C(O)=C2/C(=O)C(=O)N(CC3CCCO3)C2c2ccc(OC)c(OC)c2)cc1 (stereo unspecified)	3.1
O=C(CCC(=O)N(CC(=O)NC1CCCC1)Cc1cccs1)Nc1nccs1	1.6
CS(=O)(=O)N1CCN(CCN2C(=O)c3cccc4cccc(c34)C2=O)CC1	3.8
C(=N\N(Cc1ccccc1)c1ccccc1)/c1ccco1	2.0
COC(=O)[C@]1(Cc2ccccc2)N[C@H](CN(C)C(=O)COc2ccccc2)[C@@H]2C(=O)N(Cc3ccccc3)C(=O)[C@@H]21	1.4
COCCNC(=O)C(=O)Nc1cc2c3c(c1)C(C)C(=O)N3CCC2 (stereo unspecified)	-1.4
COc1ccc(-c2nc(C#N)c(NCCCN3CCOCC3)o2)cc1	-0.6
CCOC(=O)c1nn(-c2ccc(C)c(C)c2)cc1O	-2.1
NS(=O)(=O)c1ccc(CNC(=O)c2cc(-c3cccnc3)nc3ccccc23)cc1	-1.0
O=C(NNc1nc2c(F)cccc2s1)c1ccc(F)cc1	-2.5
CCOC(=O)C1=C(N)OC(CCl)=C(C#N)C1c1ccsc1 (stereo unspecified)	0.3
c1ccc(-c2nc(-n3ccnc3)nc(-n3ccnc3)n2)cc1	-2.0
CC(C)(C)C1=C(C#N)C(c2ccncc2)C(C#N)=C(N)O1 (stereo unspecified)	-0.5
CSc1ccc(CN(C)C(C)C(=O)Nc2ccc(F)c(F)c2F)cc1 (stereo unspecified)	3.6
CN(Cc1cccc(F)c1)C(=O)CN1C(=O)NC2(CCc3ccccc32)C1=O (stereo unspecified)	1.2
Nc1ccc2nc(-c3ccccc3)c(-c3ccccc3)nc2c1	-2.5
CC(C)CN(C(=O)CSc1nn(-c2ccc(Cl)cc2)c(=S)s1)C1CCS(=O)(=O)C1 (stereo unspecified)	-0.9
C[C@@]12C(=O)N(c3cccc(F)c3)C(=O)N1[C@H](c1ccc(Cl)cc1)[C@@H]1C(=O)N(C3CCCCC3)C(=O)[C@@H]12	4.1
Cc1ccc(S(=O)(=O)/N=c2\scc(C)n2C)cc1	-2.0
OC1(c2ccccc2Cl)NN=C2CCCCCN21 (stereo unspecified)	-0.5
COc1ccc(NC(=O)c2ccc(S(=O)(=O)N3CCCCC3)cc2)c(OC)c1	-1.2

Shown with each value named: 4 of the compounds above
CCOC(=O)C1=C(N)OC(CCl)=C(C#N)C1c1ccsc1 (stereo unspecified)
  TTR transcr act: 0.3

c1ccc(-c2nc(-n3ccnc3)nc(-n3ccnc3)n2)cc1
  TTR transcr act: -2.0

CC(C)(C)C1=C(C#N)C(c2ccncc2)C(C#N)=C(N)O1 (stereo unspecified)
  TTR transcr act: -0.5

CSc1ccc(CN(C)C(C)C(=O)Nc2ccc(F)c(F)c2F)cc1 (stereo unspecified)
  TTR transcr act: 3.6

The list continues:
SMILES	TTR transcr act
COc1ccc(-c2cc3c(c4c2ccn4C)C2CCC3O2)cc1OC (stereo unspecified)	0.1
O=S(=O)(Nc1cc(F)ccc1F)c1cccc2nsnc12	2.6
Cc1ccccc1N1CN(Cc2ccco2)CNC1=S	-0.4
N#C[C@]1(S(=O)(=O)c2ccccc2)C[C@@H]2ON=C(c3cccc(Br)c3)[C@@H]2C1	6.3
Cc1cc(C)c2cccc(N)c2n1	1.5
Cc1ccc(NC(=O)C2CC(=O)n3c(nc4ccccc43)N2)cc1C (stereo unspecified)	0.6
COc1cc(NC(=O)CCCNC(=O)c2ccc(Cl)cc2)cc(OC)c1	0.5
CCc1nnc2c(N(C)C)nc3ccccc3n12	1.8
CC(C)(C)OC(=O)NCCCC[C@H](NC(=O)c1[nH]cnc1C(=O)N[C@@H](Cc1ccccc1)C(=O)OCc1ccccc1)C(=O)OC(C)(C)C	-2.4
O=C(N[C@@H]1c2ccccc2CC[C@@H]1OCc1ccccc1)c1ccc(C(F)(F)F)cc1	0.5
CCCNC(=O)C1(C)CCCN(Cc2ccc(C#N)cc2)C1 (stereo unspecified)	1.1
Cc1c(N=Cc2ccc(Br)s2)cccc1[N+](=O)[O-]	-1.3

In the list so far, 3 have a COOH group.
SMILES	TTR transcr act
CSc1ncc(Sc2ccccc2)c(C(=O)O)n1	0.1
O=C(O)c1ccc2c(c1)CCCN2	-1.7
CC(CC(=O)O)CC(=O)N1CCN(S(=O)(=O)c2cccs2)CC1 (stereo unspecified)	2.9

(further entries)
SMILES	TTR transcr act
COCCn1c(C)cc(C(=O)Cn2nc(C(=O)O)c3ccccc3c2=O)c1C	0.9
Cc1cc(C)c(CN2CCN(Cc3ccc(C)o3)C(CCO)C2)c(-n2cccn2)c1 (stereo unspecified)	0.3
CCCCN1C(=O)C(CC(=O)NC(c2ccccc2)c2ccccc2)CC(C(=O)N2CCOCC2)=C1C (stereo unspecified)	0.9
Cc1cc(Cl)ccc1OCC(=O)N/N=C/c1ccc[nH]1	0.3
Cc1ccc(Sc2cc(N3CCOCC3)nc(-c3ccccc3)n2)cc1	1.3
Cc1cccc(-n2c(Cn3nc(C)c([N+](=O)[O-])c3C)n[nH]c2=S)c1	3.9
COc1ccc(NC(=O)C(c2ccccc2)N(C)C(=O)c2ccc(=O)[nH]c2)cc1 (stereo unspecified)	0.9
CC(C)C[C@H]1CN([C@@H](CC(C)C)CN2CCC[C@H]2CN2C(=O)C(=O)NC[C@@H]2Cc2ccc(O)cc2)C(=O)C(=O)N1CCc1ccccc1	-0.3
CCOc1ccc(C2NC(=S)NC3=C2CCc2ccccc23)cc1 (stereo unspecified)	2.2
N#CC(c1ccccc1)N(CCCCl)C(=O)c1ccc(Br)cc1 (stereo unspecified)	0.4
O=C(c1cccc(N2C(=O)C3C4C=CC(C4)C3C2=O)c1)N1CCN(c2ccccc2F)CC1 (stereo unspecified)	-2.6
Cc1nn(CC(=O)NCc2ccc(Cl)cc2)c(C)c1[N+](=O)[O-]	-0.3

An excerpt; rates above refer to the full screens.
